HT1080 IDH1KD tx – toxicity to HT-1080 IDH1 knockdown cells (counter line). 360,000 tested, 2% active. Potency, µM (titrated, usually from 46.1 µM), inactives show at the highest dose activity, negative = toxicity, usual class: cytotoxic. HT-1080 IDH1 knockdown viability, ATP luminescence, 48 h. AID 686971;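 further: potency means the concentration at half of the fitted maximal effect; 0% = DMSO wells and -100% = cell-free medium wells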
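Knockdown cells (IDH1KD HT-1080) received compounds 2 h after plating at 750 cells/well and were kept 48 h at 37 °C in 5% FBS RPMI. A CellTiter-Glo luminescence read gave % activity for curve fitting.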
ATXN2 expr inh – inhibitors of ATXN2 expression | AID 1745845 | 360,000 tested, 0.72% active | Potency, µM (series often up to 57 µM), inactives show at the top dose activity change, negative = inhibition, usual class: inhibitors | HEK-293 ATXN2-luciferase reporter, luminescence, 24 h; further: potency means the concentration at half of the fitted maximal effect; on the % scale 0 is the no-effect control and ±100 the full control effect; nearly all actives have a fitted effect of over 55% in size
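ATXN2-luciferase reporter cells (luciferase flanked by upstream and downstream ATXN2 gene portions) were treated 24 h at 37 °C with compounds at up to 57 uM. SteadyGlo luminescence gave expression; GF-AFC fluorescence gave viability.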
S2 tox – viability counter-screen for ATXN expression inhibitors; S2 cells (HEK-293 line with an ATXN2-luciferase reporter) viability, CellTiter-Fluor protease fluorescence, 24 h; Potency, µM (titrated, usually from 56.7 µM), most hits filed as cytotoxic; 400,000 tested, 0.49% active; further: potency means the concentration at half of the fitted maximal effect; nearly all actives have a fitted effect of over 40% in size
KB-V1 MDR tox – kills drug-selected multidrug resistant KB-V1 cells; KB-V1 MDR cells viability, CellTiter-Glo, 72 h; Potency, µM (series often up to 46.1 µM), inactives show at the highest dose activity change, negative = cytotoxicity, hits mostly cytotoxic; 400,000 tested, 3.4% active; further: potency means the concentration at half of the fitted maximal effect; on the % scale 0 is the no-effect control and ±100 the full control effect; nearly all actives have a fitted effect of over 60% in size
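In this primary screen, KB-V1 cells overexpressing P-gp are incubated with library compounds (lowest to highest concentration) for 72 h at 37 degrees C before a luminescent ATP viability read.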
IL1B secr inh – blocks inflammasome-driven IL-1 beta release; THP-1 LPS/ATP IL-1B secretion, AlphaLISA, 16 h; active compounds read low; activity change, % at 57.5 µM; 360,000 tested, 4.7% active; AID 743279; in the data active means activity change below about -50%; inconclusive means mostly about -30% to -49%; further: on the % scale 0 is the no-effect control and ±100 the full control effect
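Secreted IL-1B measured by AlphaLISA bead assay after 16 h compound exposure of THP-1 cells; compounds (final up to 57.5 uM) added 1 h before LPS (250 ng/mL) and ATP (1.25 mM) stimulation; lower signal means less secretion.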
HT1080NT lethal – kills 2HG-producing HT-1080-NT fibrosarcoma cells; Potency, µM (highest dose often 46.1 µM), inactives show top-dose activity, negative = less viability, most hits filed as cytotoxic; HT-1080-NT fibrosarcoma viability, CellTiter-Glo ATP luminescence, 48 h; 360,000 tested, 1.6% active;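 further: NT is the 2HG producing partner of a matched IDH1 knockdown line; potency means the concentration at half of the fitted maximal effect; 0% = DMSO-treated cells and -100% = media-only wells without cells; nearly all actives have a fitted effect of over 55% in size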
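750 cells/well, RPMI + 5% FBS; 2 h settle, compound pin-transfer, 48 h at 37 degrees C. CellTiter-Glo 10 min RT, luminescence. Normalized to DMSO and media-only wells.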
MCF10A rerep – induces DNA re-replication in MCF 10a normal breast cells; Potency, µM (series often up to 46.1 µM), without a hit: at the highest dose activity, positive = re-replication, actives largely listed as activators; MCF 10A DNA re-replication, Hoechst nuclear intensity, 48 h; 350,000 tested, 2.9% active; AID 624296; further: potency means the concentration at half of the fitted maximal effect; % of control where 0% means no effect; nearly all actives have a fitted effect of over 50% in size
KB-3-1 cytotox – kills parental KB-3-1 adenocarcinoma cells. 400,000 tested, 1.4% active. AID 1347075. Potency, µM (titrated, usually from 46.1 µM), without a hit: top-dose activity change, negative = cytotoxic, hits mostly cytotoxic. KB-3-1 viability, CellTiter-Glo ATP luminescence, 72 h; further: potency means the concentration at half of the fitted maximal effect; on the % scale 0 is the no-effect control and ±100 the full control effect; nearly all actives have a fitted effect of over 60% in size
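KB-3-1 cells, DMEM (no phenol red) + 10% FBS; compound by pin transfer, 72 h, 37 °C. Readout: CellTiter-Glo luminescence after 10 min. Data normalized, curve-fitted.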
SW480 rereplic – induces DNA re-replication in SW480 colon adenocarcinoma cells; SW480 DNA re-replication, Hoechst DNA content imaging, 48 h; Potency, µM (highest dose often 46.1 µM), inactives show at the top dose re-replication activation, hits mostly activators; 340,000 tested, 1.8% active; further: potency means the concentration at half of the fitted maximal effect; % of control where 0% means no effect; nearly all actives have a fitted effect of over 55% in size
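Compounds, transferred as 23 nL by pin tool, were incubated with cells for 48 hr; DNA content per nucleus was then quantified by Hoechst staining and fluorescence plate imaging.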
* = called active by the depositor; i = inactive; ? = inconclusive; . = not tested or not shown; [ ] = dose if it differs, or a comment. Unless noted, the call rests on the fitted dose curve; in most records, active means well fitted curve in the direction sought with a large enough effect; inconclusive means small, poorly fitted or top-dose-only effect, or another doubt; inactive means no such curve, though single readings can be large; an effect the other way counts as inactive or inconclusive.

nr | smiles | HT1080 IDH1KD tx | ATXN2 expr inh | S2 tox | KB-V1 MDR tox | IL1B secr inh | HT1080NT lethal | MCF10A rerep | KB-3-1 cytotox | SW480 rereplic
1 | CCCN(Cc1nc2cc(Cl)ccc2c(=O)[nH]1)C(=O)c1ccc(S(=O)(=O)N2CCCC2)cc1 | -3% | . | ? | -2% | -20 | -16% | 10% | -16% | 12%
2 | Cc1ccc(/C=N/Nc2nc(C(C)(C)C)cs2)o1 | -1% | . | i | 10% | ? | 4% | 9.2µM* | -4% | -56%[inhibitor]
3 | CC(C)(C)c1ccc(-c2noc(CCC(=O)N3CCOCC3)n2)cc1 | -3% | -5% | i | ? | 22 | -11% | -6% | 0% | 3%
4 | Cc1onc(-c2ccccc2)c1C(=O)OCC(=O)c1ccc[nH]1 | 10% | . | i | 28% | -21 | 5% | . | 2% | .
5 | COCCNC(=O)Cn1cnc2sc(C)c(S(=O)(=O)N3CCC(C)CC3)c2c1=O | 1% | 0% | i | 0% | 12 | 1% | 0% | -10% | 2%
6 | Cn1c(-c2ccc3c(c2)OCO3)cnc1N | 6% | 0% | i | ? | 2 | 2% | ? | -11% | -1%
7 | Cc1c(NC(=O)C2CC(c3cccc(Br)c3)=NO2)c(=O)n(-c2ccccc2)n1C (centres undefined) | -3% | . | i | -5% | -6 | -2% | -3% | 4% | ?
8 | CC(C)CCOC(=O)C1C(c2ccccc2)C(C(=O)O)C1c1ccccc1 (centres undefined) | 3.7µM* | 1% | i | -12% | 8 | 7.3µM* | -2% | -19% | 0%
9 | Cc1cccnc1NC(=O)c1cccc(S(=O)(=O)N2CCN(c3ccccc3)CC2)c1 | -2% | -25% | i | 3% | 12 | -9% | -17% | 1% | 4%
10 | Cc1ccc2nc(NC(=O)COC(=O)CSc3nc(C)cc(C)n3)sc2c1 | -21% | 30% | i | 2% | 0 | -3% | -6% | -5% | -11%
11 | CCCCN(C(=O)c1ccc(N(C)S(=O)(=O)c2ccc(C)cc2)cc1)c1c(N)n(CCCC)c(=O)[nH]c1=O | 0% | 2% | i | ? | 26 | 4% | 1% | 17% | -339%[inhibitor]
12 | Cc1ccc(-c2cn(-c3ccc(SC(F)F)cc3)c3[n+]2CCC3)cc1 | ? | -24% | i | -9% | ? | -28% | 2% | 2.1µM* | -7%
13 | CC1(C(=O)NS(=O)(=O)c2ccc(Cl)s2)CCN1C(=O)c1ccccc1CCc1ccccc1 (centres undefined) | -23% | -23% | i | 3% | 28 | -22% | . | 0% | .
14 | C[C@H]1CN([C@@H](C)CO)C(=O)CCCn2nncc2CO[C@H]1CN(C)C(=O)CCC(F)(F)F | -5% | 9% | i | 6% | -7 | 2% | . | -5% | .
15 | Cc1ccc(CNC(=O)c2cc(C)nn2-c2ccccc2)cc1 | 2% | 5% | i | 7% | 22 | 2% | -14% | ? | -18%
16 | COC(=O)C1CCN(C(=O)COC(=O)CC(NC(C)=O)c2ccccc2)CC1 (centres undefined) | 0% | 5% | i | 17% | 6 | 0% | 11% | -8% | -6%
17 | O=C(CCSc1nc(-c2ccco2)cc(C(F)(F)F)n1)Nc1ccc2c(c1)OCO2 | -4% | -8% | i | 16% | -20 | -11% | 2% | -6% | -8%
18 | CCOc1ccccc1NC(=O)CNC(=O)c1nn(-c2ccc(OC)c(OC)c2)c(=O)c2ccccc12 | -6% | -19% | ? | ? | -8 | -14% | ? | -11% | 14%
19 | Cc1cc(C)nc(N2C(=O)CC(Cc3ccc(Cl)cc3)C2=O)n1 (centres undefined) | 1% | -22% | i | -11% | 8 | 1% | -5% | 1% | -6%
20 | COC(=O)CN(c1ccccc1F)S(=O)(=O)c1ccc(C)cc1 | 28% | 6%[11.3 µM] | i | 13% | -3 | 20% | -5% | -1% | 0%
21 | CCOc1ccc(C(=O)SC2=NCCS2)cc1 | 1% | -19% | i | 2% | -11 | -1% | ? | 2% | 0%
22 | CCCCn1c(N)c(N(CC(C)C)C(=O)c2cc(-c3ccncc3)nc3ccccc23)c(=O)[nH]c1=O | 3% | 2% | i | 0% | 22 | 4% | ? | 12% | -11%
23 | C/C=C/C=C(/NC(=O)c1ccccc1)C(=O)Nc1ccccc1 | 9% | 2% | i | 0% | 15 | 17% | -31%[inhibitor] | 0% | -10%
24 | COc1cccc(-n2c(SCC(=O)N3CCOCC3)nc3c([nH]c4ccccc43)c2=O)c1 | 0% | -17% | i | -6% | -21 | 9% | -1% | -4% | 7%

Entries shown so far that contain a furan ring, fused or not, in the order listed:
nr | smiles | HT1080 IDH1KD tx | ATXN2 expr inh | S2 tox | KB-V1 MDR tox | IL1B secr inh | HT1080NT lethal | MCF10A rerep | KB-3-1 cytotox | SW480 rereplic
2 | Cc1ccc(/C=N/Nc2nc(C(C)(C)C)cs2)o1 | -1% | . | i | 10% | ? | 4% | 9.2µM* | -4% | -56%[inhibitor]
17 | O=C(CCSc1nc(-c2ccco2)cc(C(F)(F)F)n1)Nc1ccc2c(c1)OCO2 | -4% | -8% | i | 16% | -20 | -11% | 2% | -6% | -8%

Next section.
item	SMILES	HT1080 IDH1KD tx	ATXN2 expr inh	S2 tox	KB-V1 MDR tox	IL1B secr inh	HT1080NT lethal	MCF10A rerep	KB-3-1 cytotox	SW480 rereplic
25	CCOC(=O)C1CCCN(C(=O)/C=C/c2cccc([N+](=O)[O-])c2)C1 (centres undefined)	6%	-3%	i	-13%	-1	0%	2%	1%	-4%
26	O=C(c1cc(-c2ccco2)nc2ccccc12)N1CCN(Cc2ccccc2)CC1	-10%	3%	i	1%	15	-11%	?	-16%	3%
27	COCCN1CN(S(=O)(=O)c2cccc(Cl)c2)c2nc3ccccc3nc21	-1%	5%	i	4%	0	-2%	2%	4%	-9%
28	CC(=O)NCCc1c[nH]c2ccc(O)cc12	5%	4%	i	-2%	2	27%	?	0%	-15%
29	Nc1ncnc(Nc2ccc(S(N)(=O)=O)cc2)n1	26%	.	i	2%	-17	21%	0%	-3%	1%
30	CSc1nc(-c2ccco2)nn1S(=O)(=O)c1ccc(C)cc1	2%	7%	i	-8%	23	-1%	0%	3%	-1%
31	C=CCn1c(=O)[nH]c2nc3cc(N=CN(C)C)c(C)cc3nc2c1=O	3%	.	.	0%	56	-7%	-1%	?	?
32	COCc1cccc(NC(=O)CCc2ccccc2)c1	6%	87%[activator]	?	15%	-13	0%	2%	19%	-16%
33	COC(=O)c1cc(S(=O)(=O)NC2CCC(C)CC2)cn1C (centres undefined)	3%	-10%	i	12%	20	16%	5%	-4%	-2%
34	COc1ccccc1CN1[C@@H](CC(C)=O)c2cc(C(F)(F)F)ccc2S1(=O)=O	0%	10%	i	7%	-4	3%	-3%	-2%	0%
35	COc1ccc(C(=O)CSc2nnc(-c3ccc(S(=O)(=O)N4CCOCC4)cc3)o2)cc1	-7%	.	.	4%	22	-5%	10%	11%	-16%
36	CCCCN(Cc1ccco1)C(=O)Cn1ncc2c(=O)oc3ccc(C)cc3c21	11%	?	?	?	7	0%	-3%	2%	-9%

Look-ups from above:
`C=CCn1c(=O)[nH]c2nc3cc(N=CN(C)C)c(C)cc3nc2c1=O` in IL1B secr inh has 56
`CC(=O)NCCc1c[nH]c2ccc(O)cc12` in HT1080NT lethal has 27%
`CCOC(=O)C1CCCN(C(=O)/C=C/c2cccc([N+](=O)[O-])c2)C1` (centres undefined) in IL1B secr inh has -1

The list continues.
item	SMILES	HT1080 IDH1KD tx	ATXN2 expr inh	S2 tox	KB-V1 MDR tox	IL1B secr inh	HT1080NT lethal	MCF10A rerep	KB-3-1 cytotox	SW480 rereplic
37	CCOC(=O)C1(CCOc2ccccc2)CCN(Cc2cccn2-c2ncccn2)CC1	-19%	-30%	i	0%	-27	-3%	-4%	-10%	12%
38	CCCOc1ccc(/C=N/NC(=S)Nc2ccccc2[N+](=O)[O-])c(O)c1	15µM*	?	?	0%	-1	9.2µM*	?	0%	?
39	COc1cc2sc3ccc(C#Cc4ccc(N)cc4)cc3c(=O)c2cc1OC	?	-5%	i	-3%	0	-29%	?	-9%	?
40	CCS(=O)(=O)NC(C)C(c1cccs1)N1CCN(C)CC1 (centres undefined)	13%	3%	?	-2%	-9	5%	11%	-2%	2%
41	O=C1OCCN/C1=C\C(=O)c1ccccc1	11%	-4%	i	1%	.	?	15%	2%	?
42	O=C(CSc1nnc(-c2ccccc2F)n1C1CC1)NC(=O)c1cccc([N+](=O)[O-])c1	10%	1%	?	-1%	19	4%	0%	9%	0%
43	CCOc1ccc(CN(C)CC(=O)Nc2cccc(C)c2)cc1OC	-13%	-24%	i	?	10	-10%	?	-11%	0%
44	Nc1c(Cl)cc(NC(=O)c2ccccc2C(=O)O)cc1Br	13%	-12%	i	0%	25	23%	2%	-2%	0%
45	NC(=O)c1ccc(NC(=O)c2ccc3c(c2)OCO3)cc1	4%	23%	i	4%	1	3%	0%	3%	-7%
46	CCOc1ccc(C(=O)NCCc2sc(-c3ccc(C)cc3)nc2C)cc1	.	2%	i	-4%	.	.	.	0%	.
47	Cc1cc(C)cc(Nc2nc3c(S(=O)(=O)c4ccccc4)nnn3c3ccccc23)c1	21%	9%	i	1%	0	16%	-1%	23%	-8%
